# Source: PubChem (National Center for Advancing Translational Sciences (NCATS))
# FUS suppressor = rescues growth of FUS-expressing yeast | S. cerevisiae FUS-expressing, growth rescue, OD600, 24 h | Potency, µM (top dose mostly 76.6 µM), without a hit: top-dose growth rescue (activation), hits mostly activators | 390,000 compounds, 0.24% hits | AID 1347120;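 note: potency is the fitted concentration of half-maximal effect; plate controls were DMSO vehicle for no effect and reference control for full effect; nearly all actives have a fitted effect of over 55% in size; some results filed as inactive show a strong effect at the top dose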
#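 Restored growth of FUS-toxic S. cerevisiae, read as 600 nm absorbance after 24 h at 30C in galactose medium (starting OD 0.005). Controls CP55940 and DMSO.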
# D3 antag = antagonists of human D3 dopamine receptor. P35462. D3R cells, DiscoveRx beta-arrestin luminescence, antagonist mode; active compounds read low. max response, negative = inhibition, %. 360,000 compounds, 2.5% hits; in the data active = max response below about -50%; inconclusive = no clear call, values can overlap the other calls; note: % is set by controls: 0 for no effect and ±100 for the full control effect; mostly tested at two doses, the higher about 12 µM
# Target sequence (P35462 whole entry, looked up): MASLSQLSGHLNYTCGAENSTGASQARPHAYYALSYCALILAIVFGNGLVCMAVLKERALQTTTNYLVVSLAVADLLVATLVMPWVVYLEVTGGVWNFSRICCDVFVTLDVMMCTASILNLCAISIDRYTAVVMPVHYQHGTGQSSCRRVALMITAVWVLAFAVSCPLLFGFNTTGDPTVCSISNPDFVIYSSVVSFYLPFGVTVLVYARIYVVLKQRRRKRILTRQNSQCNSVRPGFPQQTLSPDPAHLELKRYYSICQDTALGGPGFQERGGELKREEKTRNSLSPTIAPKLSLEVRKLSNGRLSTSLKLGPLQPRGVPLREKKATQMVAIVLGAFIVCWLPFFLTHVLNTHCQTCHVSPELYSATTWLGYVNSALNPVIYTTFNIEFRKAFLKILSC
#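 Cells plated overnight at 1500 cells/well, then exposed to library compounds with dopamine controls for 90 minutes at 37 degrees C. DiscoveRx reagent added for 30–60 minutes at room temperature; luminescence read, quantitative HTS format.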
# EPAC2 ag = agonists of human EPAC2 (RAPGEF4). 360,000 compounds, 0.079% hits. AID 720711. Potency, µM (highest dose often 154 µM), for the others: at the top dose activation, usual class: activators. Q8WZA2. EPAC2 activation, biochemical qHTS; response scale: 100% = 6.5 mM cAMP response; note: potency is the fitted concentration of half-maximal effect; nearly all actives have a fitted effect of over 50% in size
#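 Fluorescence exchange assay: 100 nM EPAC2 with 250 nM RAP1B-BODIPY-GDP and 50 uM GDP; compounds tested as a concentration-titration series (qHTS). Loss of Rap1-bound BODIPY-GDP fluorescence read at 480/540 nm; data normalized to 6.5 mM cAMP.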
# Abeta rescue = compounds reversing amyloid beta toxicity in yeast | yeast expressing A-beta42, growth rescue, OD600, 48 h; response scale: 0% DMSO, 100% iron-clioquinol control | Potency, µM (highest dose often 46.1 µM), for inactives: top-dose growth rescue, usual class: activators | 410,000 compounds, 0.063% hits | AID 1347071; note: potency is the fitted concentration of half-maximal effect; nearly all actives have a fitted effect of over 55% in size
#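 Growth rescue measured by 600 nm absorbance after 48 h yeast culture at 30 C with compound. Values normalized between DMSO and an equimolar ferric chloride plus clioquinol control.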
# D3 ag = D3 dopamine receptor (human) agonism; P35462; D3R DiscoveRx beta-arrestin cells, luminescence, 90 min; max activation, %; 410,000 compounds, 0.58% hits; in the data active = max activation above about 30%; note: 0% is about no effect; mostly tested at two doses, the higher about 12 µM
#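 Agonist mode: compounds and dopamine controls were applied to plated cells for 90 min at 37 degrees C after an overnight attachment at 1500 cells/well. Luminescent read-out followed 30 - 60 minutes at room temperature with DiscoveRx detection reagent.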
# TDP43 rescue = rescues yeast growth from TDP-43 toxicity; TDP-43 expressing yeast growth rescue, BacTiter-Glo, 24 h; Potency, µM (doses to about 46.1 µM), without a hit: at the highest dose growth rescue (activation), most hits filed as activators; 410,000 compounds, 1.8% hits; AID 652104; note: potency is the fitted concentration of half-maximal effect; % of control where 0% means no effect; nearly all actives have a fitted effect of over 50% in size
#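 Yeast cells expressing TDP-43 under galactose induction are exposed to compounds for 24 hr at 30 deg C. BacTiter-Glo luminescence measures growth, so protective compounds score as activators.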
# EPAC2 antag = antagonists of human EPAC2. Q8WZA2. EPAC2 GEF exchange of Rap1B-BODIPY-GDP, fluorescence. Potency, µM (series often up to 114 µM), for inactives: top-dose activity, negative = inhibition, most hits filed as inhibitors. 360,000 compounds, 0.18% hits; note: potency is the fitted concentration of half-maximal effect; % is set by controls: 0 for no effect and ±100 for the full control effect; nearly all actives have a fitted effect of over 45% in size; many of its hits are not listed in these tables
# aSyn yeast inh = alpha-synuclein toxicity inhibition in yeast. Yeast expressing alpha-synuclein, growth rescue, BacTiter-Glo, 24 h. Potency, µM (top dose mostly 46.1 µM), for inactives: at the top dose growth rescue (activation), actives largely listed as activators. 370,000 compounds, 0.14% hits; note: potency is the fitted concentration of half-maximal effect; % of control where 0% means no effect; nearly all actives have a fitted effect of over 65% in size
#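 Rescue of yeast growth: cells expressing toxic alpha-synuclein, induced in galactose at OD600 0.02, incubated with compound 24 h at 30 C. ATP luminescence quantified growth; inhibitors of toxicity appear as activators.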
# * hit, by the source's call; ? = inconclusive; · = not tested or not shown; [ ] = remark or other dose. Unless noted, calls come from the whole dose curve; as a rule, active = well fitted curve in the direction sought with a large enough effect; inconclusive = small, poorly fitted or top-dose-only effect, or another doubt; inactive = no such curve, though single readings can be large; an effect the other way counts as inactive or inconclusive. An excerpt; count on the stated rates, not on these rows.
SMILES,FUS suppressor,D3 antag,EPAC2 ag,Abeta rescue,D3 ag,TDP43 rescue,EPAC2 antag,aSyn yeast inh
Cc1cccc(C)c1NC(=O)C1c2ccccc2OCC(=O)N1Cc1ccccc1 (stereo not given),0.3%,-29.1,0.5%,-6.3%,4.7,?,9.4%,0.3%
COC(=O)c1cc(C(C)=O)c(C)[nH]c1=O,-10.3%,27.2,6.9%,-6.4%,-3.5,-16.7%[0.397 µM],11.2%,0.2%
COc1ccc(NC(=O)c2ccc3c(c2)C(=O)N(CC2CCCO2)C3=O)c(OC)c1 (stereo not given),27.4%,5.2,-5.2%,-10.9%,4.3,3.5%,-3.6%,4.1%
O=C(CN1CCOc2ccccc21)N1CCCC1,-10.1%,0.0,15.7%,-7.5%,-1.5,17.9%,12.8%,-4.8%
c1ccc(-c2cc3c(N4CCCC4)ncnc3s2)cc1,6.4%,1.6,5.8%,-3.6%,-19.1,16.3%,-10.5%,8.1%
O=C(Nc1ccc(N2CCOCC2)cc1)c1ccc([N+](=O)[O-])cc1,4.5%,-17.4,2.1%,2.3%,0.8,-0.8%,-1.2%,0.5%
CCCCN(Cc1cc2ccccc2[nH]c1=O)S(=O)(=O)c1ccc(C)cc1,1.6%,14.2,-2.8%,17.0%,4.7,5.4%,-15.2%,-0.6%
Fc1cccc(Cc2c(-c3ccccc3)nc3ccc(Cl)cn23)c1,14.2%,-16.7,-12.3%,-10.2%,-1.0,?,?,26.3%
COCCNC(=O)C1CCC(=O)N(c2ccc(OC)cc2)C1c1ccc(OC)c(OC)c1 (stereo not given),11.3%,3.1,13.9%,14.4%,2.0,15.6%,-3.1%,-3.4%
Cc1cc(NC(=S)N(CCN2CCCCC2)Cc2ccco2)ccc1Cl,5.7%,-24.0,4.3%,6.6%,-30.0,11.1%[9.22 µM],?,-0.4%
Cc1cccc(-c2n[nH]c(=S)n2/N=C/c2cccs2)c1,24.8%,-2.5,5.5%,?,-7.3,21.3%,9.8%,-6.0%
COc1cccc(CN(C)C(=O)CNC(=O)c2sc3ccccc3c2Cl)c1OC,24.2%,0.0,8.6%,11.9%,0.5,12.6%,-8.4%,15.0%
Cc1cc(C(=O)NN)c(Cl)cc1Cl,6.3%,3.0,5.6%,-10.5%,3.8,6.0%,1.8%,3.6%
CN(c1ccccc1)c1nc(N)c([N+](=O)[O-])c(NCCO)n1,12.6%,12.7,7.0%,9.0%,-7.1,4.6%,-5.6%,7.4%
COc1cc(OC)cc(C(=O)NCC(=O)OCc2cc(=O)oc3cc(OC)ccc23)c1,-10.2%,26.0,12.3%,1.1%,-3.0,8.8%,-9.5%,0.9%
CCOc1ccc2oc(C(=O)OCC(=O)N3CC(C)OC(C)C3)c(C)c2c1 (stereo not given),4.1%,13.1,-2.6%,-17.8%,0.8,13.2%,-1.9%,-4.3%
CCOc1ccc(NC(=O)CN2CCC(n3cnc4cc(F)ccc43)CC2)cc1,3.3%,7.4,2.1%,-4.8%,-4.4,-20.3%[9.22 µM],4.7%,5.6%
CC(NC(=O)CSc1nnc(-c2cc3cc(Cl)ccc3o2)n1C)c1ccccc1 (stereo not given),12.4%,-2.8,-11.7%,-7.6%,-2.6,-1.0%,-3.2%,-1.3%
CC(C)CC(=O)NC(c1cccs1)c1ccc2cccnc2c1O (stereo not given),6.9%,-1.7,-8.9%,?,22.0,?,-25.6%,-38.3%[inhibitor]
COc1ccc(-c2cc(N)n(S(=O)(=O)c3c(F)c(F)c(F)c(F)c3F)n2)cc1OC,?,-56.3*,8.0%,-6.7%,-24.6,?,?,-19.3%

# Some of the entries above, reformatted.
mol | FUS suppressor | D3 antag | EPAC2 ag | Abeta rescue | D3 ag | TDP43 rescue | EPAC2 antag | aSyn yeast inh
CCOc1ccc(NC(=O)CN2CCC(n3cnc4cc(F)ccc43)CC2)cc1 | 3.3% | 7.4 | 2.1% | -4.8% | -4.4 | -20.3%[9.22 µM] | 4.7% | 5.6%
CC(NC(=O)CSc1nnc(-c2cc3cc(Cl)ccc3o2)n1C)c1ccccc1 (stereo not given) | 12.4% | -2.8 | -11.7% | -7.6% | -2.6 | -1.0% | -3.2% | -1.3%
CC(C)CC(=O)NC(c1cccs1)c1ccc2cccnc2c1O (stereo not given) | 6.9% | -1.7 | -8.9% | ? | 22.0 | ? | -25.6% | -38.3%[inhibitor]

# Additional compounds
SMILES,FUS suppressor,D3 antag,EPAC2 ag,Abeta rescue,D3 ag,TDP43 rescue,EPAC2 antag,aSyn yeast inh
CN(CC(=O)Nc1ccc(Cl)cc1)C(=O)CNC(=O)c1ccc(Br)o1,0.6%,-10.4,-11.1%,-3.5%,-3.8,-8.3%,-5.7%,-0.3%
Cc1occc1C(=O)NCc1ccccc1,-22.1%,0.0,-1.8%,2.2%,3.8,0.5%,3.8%,2.0%
O=C(COC(=O)c1ccccn1)NC(=O)c1ccccc1,-18.4%,-17.0,1.1%,8.3%,-2.7,-9.4%,1.3%,-9.5%
COC(=O)c1ccc(CN2CCCC(CNC(=O)Cc3ccc(OC)cc3)C2)cc1 (stereo not given),-22.8%,3.3,0.1%,7.4%,-20.4,17.3%,2.4%,7.3%
CCNS(=O)(=O)c1ccc(CCC(=O)N2CCC(C)CC2)cc1,-22.5%,7.5,-2.7%,6.7%,-0.5,20.3%,-2.7%,9.5%
Cc1ccc(OCC(=O)NCCO)cc1C,4.2%,5.5,-3.1%,-7.8%,3.2,-10.7%,-1.8%,-1.3%
O=S(=O)(/N=C(\Sc1ccccc1)c1ccccc1)c1ccc(Cl)cc1,22.9%,-3.0,5.5%,5.1%,5.5,-5.2%,7.8%,6.1%
CCN(CC)c1ccc(NC(=O)c2ccc(Br)o2)cc1,36.0%,-11.9,4.2%,-5.4%,-2.2,?,-1.3%,3.2%
CCOc1ccc(CN2CCNC(=O)C2CC(=O)NCc2csc(C(C)C)n2)cc1 (stereo not given),26.9%,-2.7,-5.4%,0.7%,0.4,3.1%,-1.4%,6.1%
CCOC(=O)c1c(C)c(C(=O)NCc2cccnc2)c(C)n1CC,22.2%,-9.1,-3.1%,6.7%,10.5,-16.3%,7.2%,-16.5%
CC1=CC(=O)C=C(C)C1=NOc1ccc([N+](=O)[O-])cc1,7.1%,?,1.4%,-10.9%,-12.3,10.7%[9.22 µM],4.8%,0.8%
Nc1cc(=O)[nH]c(SCC(=O)Nc2ccc(S(=O)(=O)N3CCOCC3)cc2)n1,22.4%,15.4,1.9%,6.4%,5.4,-8.7%,3.4%,-13.5%
COc1ccc(S(=O)(=O)Nc2ccc3cn[nH]c3c2)cc1[N+](=O)[O-],-6.4%,-18.8,1.8%,-14.2%,0.2,7.6%,-23.9%,-1.8%
CNc1oc(/C=C/c2cc(OC)c(OC)c(OC)c2)nc1C#N,-9.4%,·,·,-6.8%,1.2,?,·,-19.0%
O=C(CN1C(=O)NC2(CCOc3ccccc32)C1=O)Nc1ccc(Br)cc1F (stereo not given),6.7%,-6.8,6.1%,-10.5%,-1.1,15.9%,-17.3%,2.7%
CCOc1cc(CNc2ccc(N3CCCCC3)cc2)cc(Br)c1OCC(=O)NC(C)(C)C,·,-20.6,-7.2%,-21.1%,-10.2,-8.6%,-10.8%,-3.3%
COc1cc(OC)cc(C(=O)N2CCN(C3CCN(Cc4ccccc4)CC3)CC2)c1,20.2%,-62.3*,5.4%,12.9%,-6.1,-14.3%,14.1%,-3.9%
CCc1c(C)nc2ncnn2c1N1CCC(C(=O)Nc2ccccc2)CC1,13.9%,-8.2,1.5%,-9.0%,0.8,-17.6%,-2.5%,-1.6%
Nc1oc2ccccc2c(=O)c1-c1ccc2c(c1)OCO2,11.0%,16.1,4.6%,-3.0%,10.0,-1.1%,0.8%,7.4%
COc1cc(C2(c3ccc(O)c(OC)c3)C(=O)N(C)c3ccc(C)cc32)ccc1O,24.2%,-10.1,16.4%,1.0%,-2.6,-10.4%,4.9%,8.2%
O=C(NCc1ccccc1Cl)C(=O)NCC(c1ccco1)N1CCOCC1 (stereo not given),23.8%,-4.6,5.5%,-4.7%,2.9,-2.6%,2.8%,-2.3%
O=C(NCC1CCOCC1)c1ccc(-c2ccc(F)c(F)c2)c2ccoc12,1.9%,10.3,-0.1%,-17.1%,2.9,25.1µM*,-11.5%,8.8%
Cc1ccc(C(=O)c2cnc3ccccc3c2-c2ccccc2)cc1,46.8%,-22.2,7.8%,-5.8%,-7.6,?,-11.4%,-9.3%
N#CC1=C(N)C(C#N)(C#N)C2(CCC3(CC2)OCCO3)C2CC3(CC=C12)OCCO3 (stereo not given),27.4%,6.9,5.8%,-4.5%,10.9,-9.6%,-15.5%,-5.5%
Cc1c(Cl)cccc1NC(=O)CNC(=O)c1ccc(F)cc1,·,3.4,4.5%,2.4%,-8.3,-6.8%,18.6%,2.1%
Cc1ccc(OCC(O)CN2CCN(c3ccccc3)CC2)cc1 (stereo not given),12.5%,-74.9*,1.8%,25.1%,9.8,12.1%,-4.0%,3.9%
Cc1onc(-c2ccccc2)c1-c1ccnn1C(=O)NC(C)C,3.6%,23.7,1.4%,-4.0%,7.3,11.2µM*,4.2%,-11.6%
COc1ccccc1/C=C/CN1CCNC(=O)C1CC(=O)NCCc1cnccn1 (stereo not given),9.4%,0.0,4.8%,0.6%,-6.6,-6.3%,9.8%,-4.6%
CS(=O)(=O)N(CC(=O)N1CCCC1)c1ccc(OCc2ccccc2)cc1,7.8%,-4.6,-6.6%,-12.9%,1.0,-18.1%,9.5%,-0.2%
C=CCN(c1ccccc1)S(=O)(=O)c1ccc(Cl)c(C(=O)OCC(=O)N(C)C2CCS(=O)(=O)C2)c1 (stereo not given),12.7%,-8.4,16.2%,8.5%,-2.3,-7.9%,-15.1%,-4.8%
COC(=O)c1cccc(N2C(=O)c3cccnc3C2=O)c1,-3.0%,1.5,1.6%,26.9%,1.9,4.3%,-1.4%,-6.8%
Nc1c(C(=O)Nc2ccccc2)sc2nc3c(cc12)CN(Cc1ccccc1)CC3,9.3%,·,·,-10.8%,8.2,24.4%,·,·
CCOC(=O)CSc1ncnc2c1cnn2-c1ccc(C)cc1C,10.6%,-6.7,16.4%,-3.6%,2.7,20.0%[9.22 µM],-10.5%,-22.3%
COC(=O)c1ccc(CN2C(=O)c3ccccc3C2=O)cc1,6.4%,13.0,9.9%,18.4%,3.0,?,1.3%,?
O=[N+]([O-])c1cc(S(=O)(=O)N2CCCCCC2)ccc1F,·,-9.1,13.9%,-37.9%[inhibitor],3.8,-31.4%[inhibitor],-11.9%,2.0%
